All columns: NCI-60 one-dose screen, growth in % after 48 h at 10 µM unless noted; 100 = growth as untreated, 0 = no growth, -100 = all killed.
HOP-92 – HOP-92 NSCLC cells. AID 1794738. hit rate 6.3% among 71,000
A549/ATCC – A549/ATCC NSCLC; AID 1794740; hit rate 3.7% among 81,000
UACC-257 – UACC-257 melanoma; hit rate 4.4% among 78,000
EKVX – EKVX NSCLC; hit rate 3% among 71,000
SK-MEL-28 – SK-MEL-28 melanoma; AID 1794761; hit rate 4.1% among 81,000
M14 – M14 melanoma; hit rate 6.2% among 80,000; AID 1794745
SK-MEL-5 – SK-MEL-5 melanoma; hit rate 6.4% among 80,000; AID 1794755
UACC-62 – UACC-62 melanoma. hit rate 5.4% among 81,000
* marks the source's active call; other numbers are inactive results; / = not tested or not shown. How the source made its calls: active means growth percent below 10; inactive means the rest.

Start of the data: the first 5 entries, ahead of the listing:
SMILES	HOP-92	A549/ATCC	UACC-257	EKVX	SK-MEL-28	M14	SK-MEL-5	UACC-62
CC1(COc2ccc3ncc(C#Cc4cncc(C(=O)Nc5cccc(C(F)(F)F)c5)c4)n3n2)COC1	/	88	98	101	87	78	79	73
O=C(CN1CCCCC1)N1c2cccc3cccc(c23)N(C(=O)CN2CCCCC2)C1c1cn(-c2ccccc2)nc1-c1cccc([N+](=O)[O-])c1	52	82	100	78	98	78	94	100
O=C1CSC(c2ccc3c(c2)OCO3)N1Cc1ccccc1 (stereo not drawn)	113	90	100	101	100	110	105	92
C=CCn1c(SCC(=O)Nc2ccc(C(=O)/C=C/c3ccc(Cl)cc3)cc2)nnc1-c1ccc(Cl)cc1	91	74	99	87	104	95	91	71
C=CCc1cccc(CC=C)c1O	/	99	128	104	118	/	104	102

The list itself (from the top)
SMILES	HOP-92	A549/ATCC	UACC-257	EKVX	SK-MEL-28	M14	SK-MEL-5	UACC-62
CC1(COc2ccc3ncc(C#Cc4cncc(C(=O)Nc5cccc(C(F)(F)F)c5)c4)n3n2)COC1	/	88	98	101	87	78	79	73
O=C(CN1CCCCC1)N1c2cccc3cccc(c23)N(C(=O)CN2CCCCC2)C1c1cn(-c2ccccc2)nc1-c1cccc([N+](=O)[O-])c1	52	82	100	78	98	78	94	100
O=C1CSC(c2ccc3c(c2)OCO3)N1Cc1ccccc1 (stereo not drawn)	113	90	100	101	100	110	105	92
C=CCn1c(SCC(=O)Nc2ccc(C(=O)/C=C/c3ccc(Cl)cc3)cc2)nnc1-c1ccc(Cl)cc1	91	74	99	87	104	95	91	71
C=CCc1cccc(CC=C)c1O	/	99	128	104	118	/	104	102
COc1ccc(/C(C)=N/N=C2C(=O)Nc3c(F)cccc32)cc1S(N)(=O)=O	80	96	99	93	102	96	91	89
CC1CC(=O)N(CCc2ccccc2)C(=O)C1	91	106	112	109	111	109	108	100
FC(F)(F)c1ccc(-c2cnc(-n3ccnc3)nc2NC2CCCCCC2)cc1	/	88	107	/	104	96	90	86
Cc1nc2c(c(NC(=O)c3ccc(Cl)cc3)nn2C)c(C)c1Cl	95	100	92	/	90	87	94	90
Cc1ccc(-c2csc3nc(-n4nc(C)cc4C)cn23)cc1	78	99	108	/	95	104	99	91
CC[C@H](C)C(=O)O[C@H]1C[C@@H](C)C=C2C=C[C@H](C)[C@H](CC[C@@H]3C[C@@H](O)CC(=O)O3)[C@H]21	/	102	84	62	91	59	/	24
CSc1nnc2c(=O)n(C)c(=O)n(C)c2n1	68	104	123	111	96	102	106	96
CCOC(=O)C(C)C(C)(O)c1ccccc1 (stereo not drawn)	/	/	/	/	101	96	102	97
CCCn1c(=S)sc2c(=O)[nH]c(C)nc21	90	108	112	127	102	101	115	97
CCCSc1nc2ccccc2cc1/C=[N+](\[O-])c1ccccc1	61	89	79	88	78	35	80	57
CC[C@H](Nc1nc(N)nc(C)c1C#N)c1nc2cccc(N3CCC(CC(=O)NO)CC3)c2c(=O)n1-c1ccccc1	54	103	85	91	73	94	83	72
COC(=O)c1cc(=O)c2c(ccc3oc(=O)ccc32)[nH]1	109	94	96	/	106	96	101	103
CSc1nc(=S)c2[nH]c(=S)[nH]c2[nH]1	85	94	87	96	111	99	100	89
COc1ccc(/C=C(\C)C(=O)O)cc1	117	99	96	101	108	105	104	102
CCOC(=O)C1=C(C)NC(=O)NC1c1cnc(C(C)O)s1 (stereo not drawn)	98	98	97	100	104	106	102	97
Fc1ccc(/C=C/c2cc(/C=C/c3ccc(F)cc3)n(-c3cccc(C(F)(F)F)c3)n2)cc1	108	92	95	109	108	96	110	90
N#Cc1cc(-c2ccc3ncnc(N4CCc5cc(F)c(Cl)cc54)c3c2)cnc1N	1.7*	42	90	25	61	37	56	57
O=c1c2sc3ccccc3c2nnn1-c1ccc(F)c(Cl)c1	-1.1*	30	64	/	73	75	67	78
COc1cc(/C=C\c2cc(OC)c(OC)c(OC)c2)cc(N)c1OC	78	93	88	94	98	66	87	75
CCOC(=O)C1C(=O)NC(C(=O)OCC)(C(=O)OCC)C1C(C)CC (stereo not drawn)	86	102	121	104	115	102	102	98

Remaining list, next part
SMILES	HOP-92	A549/ATCC	UACC-257	EKVX	SK-MEL-28	M14	SK-MEL-5	UACC-62
CC[C@H](Nc1ncnc2nc[nH]c12)c1nc2cccc(CC(=O)c3ccc(C(=O)OC)cc3)c2c(=O)n1-c1ccccc1	90	82	77	83	91	95	99	90
O=S(=O)(NCCO)c1ccc(OCCOc2ccc(S(=O)(=O)NCCO)cc2)cc1	81	95	95	99	105	102	96	95
C=C1CC[C@H](O)C/C1=C/C=C1\CCC[C@]2(C)C([C@H](C)/C=C/[C@H](C)C(C)C)CC[C@@H]12 (stereo partly drawn)	115	/	112	97	110	87	102	96
Cn1c(COC(=O)NCCN2CCOCC2)nc2c(N3CCOCC3)nc(Cl)nc21	100	101	100	98	105	101	101	100
COc1cc(/C=C2\COc3ccc(O)c(O)c3C2=O)cc(OC)c1	/	25	6.5*	56	14	/	/	-86*
N#C/C(=C\c1cc(Cl)cc(Cl)c1O)c1ccc([N+](=O)[O-])cc1	/	/	/	/	92	97	77	75
NS(=O)(=O)c1ccc(N=Nc2c(O)n(CC(=O)Nc3ccccc3Cl)c3ccccc23)cc1	34	18	53	38	21	24	-1.6*	20
COc1cc(OC)c(C(=O)/C=C/c2cccc(OC(C)=O)c2)cc1CC=C(C)C	57	/	/	107	68	88	64	47
Cc1cc2c(cc1Cl)C(=O)/C(=C/c1ccc(O)c(O)c1)O2	115	109	114	111	106	96	99	90
CCC(CC)n1c(=O)c(SC2=NC3C(NN2)N(CC)C(=O)N3CC)c(C(=O)O)c2ccccc21 (stereo not drawn)	22	36	60	53	65	16	6.4*	22
Oc1cccc(CN2CCOCC2)c1O	86	98	106	107	101	92	102	96
Cn1ccnc1C(=O)/C=C/c1ccc(CC(=O)Nc2nc3ccccc3s2)cc1	112	97	100	98	111	/	/	112
CCOC(=O)/C(Cc1ccnnc1)=N\O	107	115	111	107	109	98	108	101
CC1C(=O)CCCC1=O	106	102	108	110	105	111	106	103
O=C(O)c1ccc(-c2nn(-c3ccc(C(F)(F)F)cc3)cc2CNc2cccc(Cl)c2F)cc1	93	54	92	81	85	83	79	76
Cc1cc(=O)oc2cc(OC(=O)CN(C)C)ccc12	98	99	106	99	108	100	103	100
CN(C)c1ccc(NC(=O)c2ccc(/C=C/C(=O)c3ncc[nH]3)cc2)cc1	94	63	92	73	95	68	/	70
COc1ccc(CNc2nc3ncc(C(F)(F)F)cc3nc2C(=O)O)cc1	110	101	108	103	108	102	98	99
COc1ccc(C(=O)COc2cccc(/C=C3\CSc4ccc(C)cc4C3=O)c2)cc1	98	96	96	106	120	94	88	75
CN(C)c1ccc(/C=C2\C=C(c3nc4ccccc4s3)OC2=O)cc1	78	95	114	94	106	101	96	75
COc1ccc(C(=O)C2C(c3ccc(OC)cc3)CN(C)C23C(=O)Nc2ccccc23)cc1 (stereo not drawn)	83	88	97	91	105	99	99	66
C=C1C(=O)O[C@H]2[C@H]1CC/C(COC(=O)N[C@@H](Cc1c[nH]c3ccccc13)C(=O)OC)=C\CC[C@@]1(C)O[C@@H]21	/	47	12	55	6.7*	-45*	22	28
c1ccc(CCN2CCC3CC2c2ccccc23)cc1 (stereo not drawn)	73	101	97	/	102	91	100	114
Cc1ccc(-[n+]2noc([O-])c2C2=NOC(c3ccccc3)C2)cc1 (stereo not drawn)	102	104	98	/	104	96	98	96
CC(=O)Oc1ccccc1C(=O)[Se]Cc1ccc(C[Se]C(=O)c2ccccc2OC(C)=O)cc1	100	96	106	118	110	92	90	97

Next compounds follow.
SMILES	HOP-92	A549/ATCC	UACC-257	EKVX	SK-MEL-28	M14	SK-MEL-5	UACC-62
C=CC(=O)Nc1ccc(Nc2nccc(-c3ccc(N4CCCC4)c(C#N)c3)n2)cc1	61	15	39	67	-46*	3.4*	15	53
O=S(=O)(c1ccccc1)n1ccc2c1-c1oncc1CC2	94	94	102	93	106	110	103	92
Clc1nc(Cl)c(C2CC(c3ccccc3)=NN2c2ccccc2)s1 (stereo not drawn)	86	89	104	69	114	114	101	94
O=C(NC(CSCc1ccccc1)C(=O)O)OCc1ccccc1 (stereo not drawn)	99	104	107	/	110	105	106	107
O=C(Nc1cccc(Cl)c1)Oc1c(Cl)c(Cl)c(OC(=O)Nc2cccc(Cl)c2)c(Cl)c1Cl	109	88	93	95	120	109	100	/
C[C@@H](O)[C@H]1C(=O)N2C(C(=O)O)=C(SCCN=CN)C[C@H]12	-8.4*	-15*	-31*	7.6*	-41*	-45*	-87*	-39*
CC/C=C\CCC/C=C1/C(=O)C=C[C@@H]1C/C=C\CCCC(=O)O	75	80	72	103	87	55	17	16
COc1ccc(/C=C2\N=C3N(NC(=O)N3c3ccccc3)C2=O)cc1	93	103	101	83	101	95	91	96
CNC(=O)Nc1ccncc1	85	105	104	129	114	97	/	98
COc1ccc(C(=O)N/N=C/c2ccc(OC)c([N+](=O)[O-])c2)cc1	100	97	95	86	99	109	102	99
Cc1cc(=O)oc2cc(OCCCOc3ccc(/C=C/C(=O)Nc4ccc([N+](=O)[O-])cc4)cc3)ccc12	110	107	114	101	104	105	100	90
Cc1cc(NCCCCNc2ccnc3cc(Cl)ccc23)nc(Nc2ccc(C(=O)N3CCCCC3)cc2)n1	64	13	-67*	41	-77*	-85*	-96*	-58*
CSc1nc(N)nn1S(=O)(=O)c1ccccc1	108	102	102	96	100	100	98	90
CC(CC(=O)c1ccccc1)=NCCN(C)C	89	100	100	105	100	91	100	100
C=C1C(=O)O[C@H]2[C@H]1CC/C(COC(=O)/C=C\C(=O)NCc1ccc(Cn3c(=O)sn(-c4ccc(OC)cc4)c3=O)cc1)=C\CC[C@@]1(C)O[C@@H]21	-65*	13	-62*	-83*	-92*	/	/	-100*
CCOc1ccc(/C=N/Nc2cc(C)nc3ccc(Br)cc23)cc1	57	82	96	83	92	94	85	90
CCOC(=O)/C(C#N)=C/c1cccc(Cl)c1	/	102	98	/	114	101	99	/
COc1ccc(C(=O)C(C#N)c2cc(OC)c(OC)c(OC)c2)cc1 (stereo not drawn)	84	98	97	/	104	102	102	105
CCOC(=O)C(N)CSC(=O)NC (stereo not drawn)	/	113	116	147	/	70	108	118
N=C(N)c1ccc(Oc2ccc3ccc(=O)oc3c2)cc1	87	92	92	95	112	99	110	99
O=C(O)COc1ccccc1Cl	/	102	100	102	120	95	110	95
Cc1cccn2c(C(=O)/C=C/c3ccc(N(C)C)cc3)cc(C(=O)/C=C/c3ccc(N(C)C)cc3)c12	113	101	113	92	103	/	99	93

Rewritten with bars between the fields: 7 of the compounds above.
SMILES | HOP-92 | A549/ATCC | UACC-257 | EKVX | SK-MEL-28 | M14 | SK-MEL-5 | UACC-62
C=CC(=O)Nc1ccc(Nc2nccc(-c3ccc(N4CCCC4)c(C#N)c3)n2)cc1 | 61 | 15 | 39 | 67 | -46* | 3.4* | 15 | 53
O=C(O)COc1ccccc1Cl | / | 102 | 100 | 102 | 120 | 95 | 110 | 95
O=S(=O)(c1ccccc1)n1ccc2c1-c1oncc1CC2 | 94 | 94 | 102 | 93 | 106 | 110 | 103 | 92
CC1C(=O)CCCC1=O | 106 | 102 | 108 | 110 | 105 | 111 | 106 | 103
CCOC(=O)/C(Cc1ccnnc1)=N\O | 107 | 115 | 111 | 107 | 109 | 98 | 108 | 101
Cc1cc(NCCCCNc2ccnc3cc(Cl)ccc23)nc(Nc2ccc(C(=O)N3CCCCC3)cc2)n1 | 64 | 13 | -67* | 41 | -77* | -85* | -96* | -58*
N#C/C(=C\c1cc(Cl)cc(Cl)c1O)c1ccc([N+](=O)[O-])cc1 | / | / | / | / | 92 | 97 | 77 | 75

Four entries picked at random from those above, as already listed:
SMILES	HOP-92	A549/ATCC	UACC-257	EKVX	SK-MEL-28	M14	SK-MEL-5	UACC-62
O=C(Nc1cccc(Cl)c1)Oc1c(Cl)c(Cl)c(OC(=O)Nc2cccc(Cl)c2)c(Cl)c1Cl	109	88	93	95	120	109	100	/
CCOC(=O)C(N)CSC(=O)NC (stereo not drawn)	/	113	116	147	/	70	108	118
C[C@@H](O)[C@H]1C(=O)N2C(C(=O)O)=C(SCCN=CN)C[C@H]12	-8.4*	-15*	-31*	7.6*	-41*	-45*	-87*	-39*
O=C(NC(CSCc1ccccc1)C(=O)O)OCc1ccccc1 (stereo not drawn)	99	104	107	/	110	105	106	107
